MITF inh = blocks human microphthalmia-associated transcription factor | AlphaScreen MITF homodimerization, bead proximity signal | inhibition, % at 2.6 µM | 0.91% of 650,000 active; in the data active = inhibition above about 50%;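 also: 0% = vehicle wells with protein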
Target sequence (O75030 whole entry, looked up): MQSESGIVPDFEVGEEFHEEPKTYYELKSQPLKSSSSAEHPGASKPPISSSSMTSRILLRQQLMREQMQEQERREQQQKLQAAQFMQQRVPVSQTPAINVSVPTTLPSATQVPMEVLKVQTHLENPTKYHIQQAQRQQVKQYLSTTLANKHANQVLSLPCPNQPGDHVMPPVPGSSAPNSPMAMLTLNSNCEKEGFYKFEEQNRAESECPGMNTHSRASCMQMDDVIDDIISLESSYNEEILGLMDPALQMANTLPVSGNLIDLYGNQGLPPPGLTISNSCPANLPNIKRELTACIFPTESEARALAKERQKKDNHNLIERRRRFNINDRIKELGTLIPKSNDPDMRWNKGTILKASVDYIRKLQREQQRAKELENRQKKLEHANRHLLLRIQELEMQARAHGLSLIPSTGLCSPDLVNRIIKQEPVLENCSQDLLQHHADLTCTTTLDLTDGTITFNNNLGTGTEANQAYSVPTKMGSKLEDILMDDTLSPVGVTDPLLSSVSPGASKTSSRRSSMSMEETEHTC
GPR151 ag = activates the human receptor GPR151 | Q8TDV0 | PathHunter beta-arrestin GPR151 cells, luminescence | activation, % at 11.2 µM | 1% of 650,000 active; in the data active = activation above about 4.9%;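 also: 0% = median of compound wells and 100% = cells with positive control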
Target sequence (Q8TDV0 whole entry, looked up): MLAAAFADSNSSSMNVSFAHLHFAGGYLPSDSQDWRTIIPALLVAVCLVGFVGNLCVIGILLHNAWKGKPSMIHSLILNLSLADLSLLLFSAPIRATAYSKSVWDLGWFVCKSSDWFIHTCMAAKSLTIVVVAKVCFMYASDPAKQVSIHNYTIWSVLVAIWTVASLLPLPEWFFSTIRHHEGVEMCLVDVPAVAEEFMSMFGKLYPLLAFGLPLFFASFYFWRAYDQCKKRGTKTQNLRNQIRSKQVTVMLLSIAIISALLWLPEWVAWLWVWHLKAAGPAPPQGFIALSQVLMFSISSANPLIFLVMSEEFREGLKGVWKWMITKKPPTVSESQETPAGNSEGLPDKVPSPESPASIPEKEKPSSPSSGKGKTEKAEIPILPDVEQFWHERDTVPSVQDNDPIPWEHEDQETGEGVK
TEAD-YAP block = TEAD-YAP interaction inhibition; HEK-TIYL cells, TEAD-Gal4/YAP UAS-luciferase luminescence; inhibition, % at 9.12 µM; 1.4% of 640,000 active; AID 1259422; in the data active = inhibition above about 32%;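 also: 0% = median of test compound wells and 100% = reference inhibitor wells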
FBW7 act = human FBW7 E3 ligase activation, primary screen; normalized activity (activation), % at 26.1 µM; 0.13% of 650,000 active; Q969H0; AlphaScreen FBW7–phospho-cyclin E peptide binding, activator screen; in the data active = normalized activity above about 1.9%;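 also: purified mutant Fbw7 with reduced substrate affinity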
The depositor's hits bear a star; · = not tested or not shown.

structure	MITF inh	GPR151 ag	TEAD-YAP block	FBW7 act
CC1=C(C(=O)Nc2ccccc2C)C(c2ccccc2Cl)c2c(sc(C(=O)c3ccc(C)cc3)c2N)N1 (stereo unspecified)	0	1.9	6	0.3
COc1ccc(CNC(=O)c2cnn3c(C(F)(F)F)cc(-c4ccco4)nc23)cc1	-5	0.1	1	-0.1
COc1ccccc1Oc1ccc2c(c1)C(=O)N(c1ccccc1OC)C2=O	-1	0.3	0	-0.2
CCn1cnc2sc(C(=O)N3CCN(c4ccc(F)cc4)CC3)c(C)c2c1=O	-12	0.2	-2	0.0
CCCOC(=O)c1ccc(NC(=O)COc2cc(C)cc(C)c2)cc1	-13	0.7	-4	0.0
COc1ccc(C2Nc3ccccc3C(=O)N2NC(=O)c2ccc([N+](=O)[O-])cc2)c(OC)c1 (stereo unspecified)	11	-1.2	1	0.1
CN1CCN(c2c(Cl)cc(C(F)(F)F)cc2NC(=O)c2ccc(Br)o2)CC1	9	-0.4	4	0.1
Cc1ccc(/C=C2/NC(=S)NC2=O)c(C)c1	-1	-0.7	-16	0.6
COc1ccc(C(=O)Nc2ccc([N+](=O)[O-])cc2C)cc1I	18	-0.5	-20	-0.1
Cc1ccc(-n2c(-c3ccccc3)cn3c4c(=O)n(C)c(=O)n(C)c4nc23)cc1	9	2.2	-1	-0.1
COc1ccc(S(=O)(=O)NC2CC3CCC2C3)cc1OC (stereo unspecified)	0	2.1	-5	-0.2
CCCNC(=O)CCC(=O)N1CCOc2ccc(Cl)cc21	-10	1.6	-1	0.1
CCS(=O)c1nc2c(Br)cccc2[nH]1 (stereo unspecified)	11	-0.1	-21	0.3
Cc1ccc(C2NCC(CCl)O2)cc1 (stereo unspecified)	8	-1.7	-4	0.1
O=C1Nc2ccc([N+](=O)[O-])cc2C12SCCS2	-12	0.7	6	-0.1
CCN1CCN(c2ncc(C(=O)Nc3ccc(F)cc3)c3ccccc23)CC1	-22	-1.0	-2	-0.2
CN1CCN(S(=O)(=O)c2ccc(Cl)c(S(=O)(=O)N3CCN(C)CC3)c2)CC1	-4	0.5	7	-0.2
COc1ccc(CC(=S)N2CCOCC2)cc1F	-3	0.5	-4	-0.1
O=C(NCc1ccco1)c1ccc2c(=O)n(Cc3ccco3)c(SCC(=O)N3CCCC3)nc2c1	25	0.2	29	-0.2
COC(=O)c1cc(NC(=O)CS(=O)(=O)c2ccccc2)cc(C(=O)OC)c1	20	-1.6	1	0.5
CN(C)C(=O)c1cc(-c2cn[nH]c2)ccc1NC(=O)C1COc2ccccc2C1 (stereo unspecified)	33	0.0	-8	0.3
COc1cccc(NC(=O)c2c(C(F)(F)F)nc3ccc(C)cn23)c1	-6	-0.6	7	-0.3
CC1CCCN(C(=O)CSc2nc3ccccc3o2)C1 (stereo unspecified)	15	-0.5	-41	0.2
CCCCC(=O)Nc1cccc(-c2nc3cc(C)c(C)cc3o2)c1C	6	-0.3	13	-0.1
CCOc1ccc(N2C(=O)C3CN=NC3(C)C2=O)cc1 (stereo unspecified)	6	-0.7	2	-0.2
CC1(C)CC(=O)C(C=NCCN2CCNCC2)=C(O)C1	7	1.2	-7	0.1
COc1ccc(Cl)cc1C(=O)NNC(=S)NC(=O)c1cccnc1	1	-0.1	-3	-0.1
Cc1cc(C)cc(NC(=O)C2C3C=CC4(O3)C2C(=O)N(CCN2CCOCC2)C4C(=O)NC2CCCCC2)c1 (stereo unspecified)	-3	0.6	6	0.0
CC(C)C(C(=O)O)N1C(=O)/C(=C/c2ccncc2)SC1=S (stereo unspecified)	9	-2.3	10	0.3
Cn1c2c(c(=O)[nH]c1=O)C(c1ccccc1)C1=C(CC(C)(C)CC1=O)N2 (stereo unspecified)	15	0.4	-4	0.9
CC(C)N(CCNC(=O)c1cc(N2CCOCC2)nc2ccccc12)C(C)C	2	0.4	3	0.0
Cc1nn(C)c(C)c1-c1nc(N)c2ncn(Cc3ccc(C(F)(F)F)cc3)c2n1	-1	0.5	-9	-0.1
COc1ccc(-c2cnnc(N/N=C/c3ccc(N(C)C)cc3)n2)cc1	2	0.4	-12	-0.1
O=C(c1cccc(Cl)c1)C1CCCN(S(=O)(=O)c2ccsc2)C1 (stereo unspecified)	8	0.2	-2	0.2
CCN(CC)C(=O)C1CCCN(c2nc(NCCN3CCOCC3)c3cc(OC)c(OC)cc3n2)C1 (stereo unspecified)	-2	-2.5	-15	0.0
COc1ccc2nc(C3CCN(Cc4ccc(Cl)s4)CC3)[nH]c2c1	-17	-0.9	-10	-0.1
O=C(Nc1ccccc1)c1ccc2nc(NC3CCN(Cc4ccccc4)CC3)sc2c1	15	-0.6	-81	0.3
O=C(CC1C(=O)NCCN1Cc1cccc(Oc2ccccc2)c1)NCc1ccncn1 (stereo unspecified)	-5	-0.4	-12	0.0
CCn1cc(C(=O)NCCC2=CCCCC2)c(=O)c2cc(S(=O)(=O)N(C)C)ccc21	24	0.2	-2	0.2
Cc1ccc(NS(=O)(=O)c2cc(Cl)ccc2Cl)cc1C	0	0.2	6	0.1
CC(C)(C)C(=O)COC(=O)c1cnc(Cl)c(Cl)c1	-2	-0.4	-7	0.2
COc1ccc(OC)c(C2Nc3ccc([N+](=O)[O-])cc3C3C=CCC32)c1 (stereo unspecified)	0	0.4	1	-0.2
COc1ccccc1Nc1nnc(-c2cc3cc([N+](=O)[O-])ccc3oc2=O)s1	-1	-0.3	-4	0.1
CCCN(CCC)C1=C(C(=O)c2ccccc2)N(CC(N)=O)S(=O)(=O)c2ccccc21	18	-0.1	-14	0.3
CCC(=O)NC(Cc1ccccc1)C(=O)NN (stereo unspecified)	8	0.2	6	0.1
Cc1cccc(NC(=O)C(=O)NCC2CCCN2S(=O)(=O)c2cccs2)c1C (stereo unspecified)	-4	0.4	1	-0.1
c1ccc(CCc2nnc3n2CCN(Cc2cccs2)CC3)cc1	-3	0.1	3	-0.1
Cn1nccc1Nc1nc(NC2CCN(Cc3ccccc3)CC2)c2ncn(CCN3CCCC3=O)c2n1	13	1.0	12	-0.1
CC(C)(C)C1CCc2c(sc(NC(=O)c3ccccc3F)c2C(=O)N2CCCCCC2)C1 (stereo unspecified)	2	3.3	-2	0.1
COCCCNC(=O)Nc1ccc(F)cc1F	-19	-1.2	-13	0.0
COc1cc(/C=C2\SC(=O)N(CC(=O)Nc3ccccc3F)C2=O)cc([N+](=O)[O-])c1O	-7	1.0	-1	-0.1
CCOC(=O)N1CCC(N2CCN(S(=O)(=O)c3ccccc3)CC2)CC1	-10	0.2	2	-0.1
CCN(CC)c1ccc(C=C2C(=O)N(C)C(=O)N(C)C2=O)o1	5	1.0	4	0.3
COCC(C)NS(=O)(=O)c1ccc([N+](=O)[O-])cc1 (stereo unspecified)	8	-0.2	4	0.3
C=CCN1C(=O)C(O)(CC(=O)c2ccccc2[N+](=O)[O-])c2cc(Br)ccc21 (stereo unspecified)	-4	-1.3	16	-0.3
COc1cc(/C=N/N2C(=O)C3C4C=CC(C4)C3C2=O)cc(I)c1O (stereo unspecified)	-1	0.4	-9	0.2
O=C(Nc1cccnc1)c1cc2n(n1)C(C(F)(F)F)CC(c1ccc(Br)cc1)N2 (stereo unspecified)	3	-1.0	-5	-0.1
O=C(NCc1cccs1)c1ccc2c(=O)n(Cc3ccco3)c(=S)[nH]c2c1	-4	-0.2	-15	-0.1
CCOC1(OCC)N=C(N)C2(C#N)C(c3ccc(OC)c(OC)c3)C12C#N (stereo unspecified)	25	-0.5	9	0.1
Clc1ccc2nc(CSc3nc4ccccc4s3)c(Br)n2c1	-10	0.5	-11	0.1

(more compounds)
structure	MITF inh	GPR151 ag	TEAD-YAP block	FBW7 act
COc1ccc(C(=O)c2oc3cc(NC(=O)C(C)(C)C)ccc3c2C)cc1	2	0.2	4	-0.2
O=C(NCc1cccnc1)c1cnc(NCCN2CCOCC2)s1	3	-1.0	8	0.0
CC(C)CC(NC(=O)/C(=C/c1ccccc1)NC(=O)c1ccccc1)C(=O)O (stereo unspecified)	5	0.9	8	0.0
O=C(NCc1ccc2c(c1)OCO2)c1nc2c(nnn2Cc2ccc(F)cc2)c(=O)[nH]1	6	0.5	6	0.0
NC(=O)CN1C(=O)/C(=C2\SC(=S)N(C3CCCCC3)C2=O)c2ccccc21	-5	0.8	-10	-0.3
CCn1c(=S)sc2c(=O)[nH]c(C)nc21	10	2.9	7	0.7
Fc1cccc(Cl)c1CSc1nnnn1-c1ccc2c(c1)OCO2	-2	1.3	10	-0.1
CCOC(=O)c1csc(NC(=O)c2cccc([N+](=O)[O-])c2)n1	4	1.0	-12	-0.1
CCN(CC)c1ccc(C2N=C(N)Nc3nc4ccccc4n32)cc1 (stereo unspecified)	15	-0.1	18	0.0
CCCC(=O)Nc1nc(-c2cc3ccccc3o2)cs1	-1	0.3	-46	-0.1
Cc1ccc2c(Cl)cc(Cl)c(OCC(=O)Nc3cc(C)on3)c2n1	11	-0.3	3	0.1
COc1ccc(-n2cccc2C=O)cc1	4	0.9	3	-0.1
COc1ccccc1CCNC(=O)C1CC12CCN(C(C)CCn1cccn1)CC2 (stereo unspecified)	-5	0.8	-5	0.0
Clc1ccc(N2CCN(Cc3cccs3)CC2)cc1	43	0.2	2	0.1
CCC(=O)N1CCc2cc(S(=O)(=O)Nc3ccc4c(c3)OCO4)ccc21	-5	1.6	-13	-0.1
O=C(CN1CCc2nc(N3CCCC3)[nH]c(=O)c2C1)NCc1cccs1	2	-0.5	3	0.0
O=C(NC1CCCC1)c1ccc(N2CCC(NCCc3cccs3)CC2)cc1	1	-0.6	3	-0.1
NCCCC[C@@H]1NC(=O)[C@@H]2C[C@H](NCc3ccc(Cl)s3)CN2C1=O	6	2.9	13	0.0
COC(=O)c1ccc(NC(=O)/C(=C/c2ccc([N+](=O)[O-])cc2)NC(=O)c2ccc(C(C)(C)C)cc2)cc1	3	0.1	0	-0.1
CC(=O)c1ccc(S(=O)(=O)Nc2ccc(Br)c(C)c2)cc1	1	-0.3	-4	0.0
CCCSc1n[nH]c(=O)[nH]c1=O	-1	0.1	9	0.0
Cc1ccc(C)c(NC(=O)CCC(=O)O)c1	0	0.3	4	0.1
O=C(OCc1cc(-c2ccccc2)on1)c1ccc(S(=O)(=O)N2CCCC2)cc1	-9	0.1	-2	-0.1
COc1cccc(CN(Cc2ccco2)C(c2nnnn2C(C)(C)C)C(C)C)c1 (stereo unspecified)	5	-0.6	6	-0.1
COc1ccc(-c2nc3cnccn3c2Nc2ccc3c(c2)OCCO3)cc1	9	-0.6	1	0.0
O=C(NCc1ccccn1)C1CC(=O)N(C2CCCC2)C1 (stereo unspecified)	8	-0.2	6	-0.1
CCOc1cccc(C2NC(Cc3cnc[nH]3)(C(=O)O)C3C(=O)N(Cc4ccccc4)C(=O)C23)c1O (stereo unspecified)	19	0.5	0	0.5
CNC(=O)C(NS(=O)(=O)c1ccc(I)cc1)C(C)C (stereo unspecified)	19	0.0	-12	0.2
COc1ccc(C(=O)N2CCCC(c3nc(-c4ccc(Cl)cc4)no3)C2)c(OC)c1 (stereo unspecified)	-14	-0.6	-1	0.0
CC(=O)OC[C@H]1O[C@H](C/C=N/O[C@H](C)CN2CCCCc3nc(C)c(C)cc32)C=C[C@@H]1OC(C)=O	-11	3.3	·	-0.1

Another view of some results above.
> O=C(NCc1ccccn1)C1CC(=O)N(C2CCCC2)C1 (stereo unspecified)
  MITF inh: 8; GPR151 ag: -0.2; TEAD-YAP block: 6; FBW7 act: -0.1

> CCOc1cccc(C2NC(Cc3cnc[nH]3)(C(=O)O)C3C(=O)N(Cc4ccccc4)C(=O)C23)c1O (stereo unspecified)
  MITF inh: 19; GPR151 ag: 0.5; TEAD-YAP block: 0; FBW7 act: 0.5

> CNC(=O)C(NS(=O)(=O)c1ccc(I)cc1)C(C)C (stereo unspecified)
  MITF inh: 19; GPR151 ag: 0.0; TEAD-YAP block: -12; FBW7 act: 0.2

> COc1ccc(C(=O)N2CCCC(c3nc(-c4ccc(Cl)cc4)no3)C2)c(OC)c1 (stereo unspecified)
  MITF inh: -14; GPR151 ag: -0.6; TEAD-YAP block: -1; FBW7 act: 0.0

Not a hit list; about 3.4% have a hit in one of these screens.
